Source: PubChem (National Center for Advancing Translational Sciences (NCATS))
GoLoco inh red: blocks human Gai1 binding to RGS12 GoLoco peptide, red readout; P63096; Gai1:RGS12 GoLoco peptide FP, rhodamine, 10 min; Potency, µM (highest dose often 61.6 µM), for the others: top-dose activity, negative = inhibition, actives largely listed as inhibitors; actives 0.44% (n = 230,000); AID 880; active means well fitted inhibition curve with a large enough effect, not every such curve was filed as active; inactive means no such curve, though single readings can be large or run the other way; further: nearly all actives have a fitted effect of over 30% in size; many of its hits are not listed in these tables
JMJD2E inh: inhibitors of human JMJD2E histone demethylase | B2RXH2 | JMJD2E catalytic domain, FDH-coupled NADH fluorescence (FDH is formaldehyde dehydrogenase) | Potency, µM (doses to about 57.1 µM), for the others: top-dose activity change, negative = inhibition, actives largely listed as inhibitors | actives 1.6% (n = 230,000); active means well fitted inhibition curve with a large enough effect, not every such curve was filed as active; inconclusive means small, poorly fitted or top-dose-only effect, or another doubt; inactive means no such curve, though single readings can be large or run the other way;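 further: 0% = wells with enzyme and -100% = buffer wells without enzyme; nearly all actives have a fitted effect of over 50% in size; many of its hits are not listed in these tables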
RECQ1 inh: RECQ1 (human) helicase inhibition. Potency, µM (highest dose often 57.3 µM), for inactives: at the highest dose activity, negative = inhibition, actives largely listed as inhibitors. actives 0.54% (n = 240,000). RECQ1 DNA unwinding, red fluorescence kinetic read. P46063;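 further: plate controls were vehicle for no effect and no enzyme for full effect; nearly all actives have a fitted effect of over 30% in size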
Target sequence (P46063 whole entry, looked up): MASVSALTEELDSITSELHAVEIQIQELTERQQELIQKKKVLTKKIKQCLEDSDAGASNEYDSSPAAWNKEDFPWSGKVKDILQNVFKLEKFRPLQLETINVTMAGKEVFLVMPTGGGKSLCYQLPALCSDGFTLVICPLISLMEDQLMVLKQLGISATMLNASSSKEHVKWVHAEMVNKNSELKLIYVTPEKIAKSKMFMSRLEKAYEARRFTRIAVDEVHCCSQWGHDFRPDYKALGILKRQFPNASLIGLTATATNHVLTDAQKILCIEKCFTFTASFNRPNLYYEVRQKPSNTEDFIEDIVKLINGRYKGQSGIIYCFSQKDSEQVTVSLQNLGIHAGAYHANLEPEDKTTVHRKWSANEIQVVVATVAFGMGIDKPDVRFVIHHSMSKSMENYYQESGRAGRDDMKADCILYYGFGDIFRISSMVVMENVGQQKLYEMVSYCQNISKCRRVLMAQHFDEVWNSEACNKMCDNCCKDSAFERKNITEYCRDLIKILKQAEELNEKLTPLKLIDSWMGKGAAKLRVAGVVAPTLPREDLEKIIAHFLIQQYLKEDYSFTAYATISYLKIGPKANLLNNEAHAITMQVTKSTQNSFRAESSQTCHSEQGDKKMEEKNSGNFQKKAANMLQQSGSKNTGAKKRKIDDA
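RECQ1T1 50 nM; forked duplex (20 bp + 30-nt ss tails) 200 nM, ATP 2 mM final; pH 8.0, 2 mM MgCl2, 2.5 ug/ml poly(dI-dC); 15 min compound preincubation; discontinuous kinetic read over 2 h at RT.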
L3MBTL1 block: L3MBTL1 (human) inhibition. Q9Y468. AlphaScreen L3MBTL1–H3K9me1 peptide binding. Potency, µM (series often up to 57.1 µM), for the others: at the highest dose activity, negative = inhibition, actives largely listed as inhibitors. actives 0.66% (n = 230,000); further: nearly all actives have a fitted effect of over 60% in size
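First, the protein-peptide complex forms for 30 min at room temperature (L3MBTL1 50 nM, biotinylated H3K9me1 peptide 75 nM). Next, compounds are pin-transferred and incubated 30 min. Finally, AlphaScreen beads are added and read after 30 min.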
TRb-SRC2 inh: inhibitors of human thyroid hormone receptor beta-SRC2 interaction | P10828 | AID 1469 | TRbeta-SRC2 peptide binding, fluorescence polarization; receptor liganded with 1 µM T3 | actives 0.065% (n = 280,000) | Potency, µM (doses to about 106 µM), without a hit: at the highest dose activity change, negative = inhibition, usual class: inhibitors;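 further: plate controls were bound peptide for no effect and peptide without receptor for full effect; nearly all actives have a fitted effect of over 50% in size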
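Human TRb ligand-binding domain (0.6 uM) is mixed with 20 nM Texas Red SRC2 peptide and 1 uM T3; after compound addition and 5 hr at ambient temperature, polarization is measured and normalized to unbound and bound controls.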
Tau fibril FP: blocks human tau fibril formation measured by polarization; P10636; AID 1468; K18 P301L tau heparin fibrillization, Alexa594 FP, 6 h; actives 0.39% (n = 280,000); Potency, µM (series often up to 57.7 µM), for the others: at the highest dose activity, negative = inhibition, most hits filed as inhibitors; further: nearly all actives have a fitted effect of over 55% in size
Target sequence (P10636 561-689 P618L limits assumed): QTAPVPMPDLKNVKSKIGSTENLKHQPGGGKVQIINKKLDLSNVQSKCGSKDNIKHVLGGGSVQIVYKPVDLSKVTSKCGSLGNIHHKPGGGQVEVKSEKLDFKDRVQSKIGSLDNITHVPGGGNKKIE
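Recombinant K18 P301L […], labeled with Alexa 594 at 0.24 uM over 15 uM unlabeled; heparin inducer 20 uM final; 37 C, 6 hr; FP endpoint.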
TR SRC2 fluor cs: counter-screen for TRb-SRC2 inhibitors: fluorescence interference; TRb/SRC2 Texas Red total fluorescence interference; Potency, µM (titrated, usually from 106 µM), without a hit: at the highest dose fluorescence change, negative = quenching; actives 0.29% (n = 280,000); AID 1479; active means well fitted curve in either direction with a large enough effect; inconclusive means small, poorly fitted or top-dose-only effect
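Human TRb ligand-binding domain at 0.6 uM with 20 nM Texas Red SRC2 peptide in Tris buffer containing 1 uM T3 and 5% DMSO, incubated with compound 5 h at ambient temperature. Total fluorescence (555/632 nm) calculated as parallel + 2 × perpendicular.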
Tau fibril ThT: blocks human tau fibril formation measured by thioflavin T. actives 2.1% (n = 270,000). recombinant tau K18 P301L (four-repeat tau fragment), heparin-induced fibrillization, ThT fluorescence. Potency, µM (series often up to 57.4 µM), for inactives: top-dose activity, negative = inhibition, most hits filed as inhibitors. P10636; further: nearly all actives have a fitted effect of over 55% in size
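In this qHTS, human K18 P301L tau is incubated with compound and heparin for 6 hr at 37 C, and Thioflavin T fluorescence then reports fibril load.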
* = called active by the depositor; i = inactive; ? = inconclusive; / = not tested or not shown; & = joins results of further samples; [ ] = dose if it differs, or a comment. Unless noted, the call rests on the fitted dose curve; in most records, active means well fitted curve in the direction sought with a large enough effect; inconclusive means small, poorly fitted or top-dose-only effect, or another doubt; inactive means no such curve, though single readings can be large; an effect the other way counts as inactive or inconclusive. Unless noted, on the % scale 0 is the no-effect control and ±100 the full control effect; potency means the concentration at half of the fitted maximal effect. An excerpt; count on the stated rates, not on these rows.

SMILES | GoLoco inh red | JMJD2E inh | RECQ1 inh | L3MBTL1 block | TRb-SRC2 inh | Tau fibril FP | TR SRC2 fluor cs | Tau fibril ThT
Cc1cccc(-c2nc3c4ccccc4nc(N4CCN(c5cccc(Cl)c5)CC4)n3n2)c1 | / | / | / | / | -6.5% | -0.5% | 2.1% | 14.7%
CCOC(=O)c1sc(=S)n(-c2ccccc2)c1N | 1.2% | -9.4% | -4.4% | -5.4% | -19.1% | 6.3% | 1.2% | -2.2%
CCO/C=C1/C(=O)N(C(C)=O)c2ccccc21 | -26.6% | -0.9% | -0.7% | 0.9% | 7.6% | 4.1% | 0.3% | 6.5%
Cc1nnc(Sc2nc3c(c(=O)[nH]c(=O)n3C)n2CCCc2ccccc2)s1 | 8.8% | 3.2% | -9.8% | / | -4.5% | -7.7% | -1.3% | -9.1%
Cc1nc2sc(C(N)=O)c(N)c2c2c1CCCC2 | 3.6% | ? | -0.1% | -2.3% | -7.8% | 1.2% | -2.5% | ?
COCCSc1ccccc1C(=O)N1CCOCC1 | -23.8% | -2.8% | -2.6% | / | 2.7% | -4.6% | 1.5% | -9.5%
O=C1NCCCc2nonc21 | / | 2.5% | -6.5% | 1.2% | -15.7% | -0.4% | -0.5% | 8.0%
CCCCC(O)CN1CCC(c2ccccc2)CC1 (centres undefined) | 8.9% | 7.0% | -7.9% | / | -4.9% | -4.3% | -1.2% | -4.8%
COc1ccc(C2(C(=O)NCc3ccco3)CCCC2)cc1OC | -2.3% | -2.3% | -6.2% | 3.9% | -10.1% | -0.8% | -2.9% | 7.3%
CSc1nn(-c2ccc(C(=O)OCC(=O)NC(=O)NC(C)C)cc2)c(=S)s1 | 7.5% | -5.6% | i | -0.4% | 8.9% | -1.7% | 1.1% | -9.8%
COc1cccc(CNC(=O)C2CCCN(c3nc4ccccc4o3)C2)c1 (centres undefined) | -0.8% | -6.7% | -5.1% | 37.2%[activator] | -24.1% | -2.1% | -0.8% | -8.5%
COc1ccc(S(=O)(=O)N2CCCCC2)cc1NC(=O)c1ccc(=O)[nH]c1 | 2.0% | 1.5% | i | -2.3% | -1.3% | -1.6% | -2.0% | -1.9%
COP(=O)(OC)C(NC(=O)Nc1ccccc1)c1ccccc1 (centres undefined) | -2.6% | 5.5% | i | 6.7% | -0.4% | 11.2% | 0.8% | -1.3%
COc1ccccc1NC(=S)NC(NC(=O)CC(C)C)C(Cl)(Cl)Cl (centres undefined) | 12.3% | -13.9% | i | -6.1% | 1.1% | -5.6% | -4.2% | 6.5%
CSCCC(NC(=O)c1ccco1)C(=O)OCC(=O)Nc1sccc1C#N (centres undefined) | 15.2% | 20.3% | -12.9% | -4.7% | -5.9% | 7.4% | -2.0% | -10.1%
CC1(C)NC(=O)N(CC(O)COc2ccccc2[N+](=O)[O-])C1=O (centres undefined) | -5.0% | -6.5% | -7.3% | / | 1.6% | -1.1% | -2.7% | -8.4%
Cc1cc(C)n2nc(C(=O)N3CCOCC3)nc2n1 | 1.9% | -3.7% | i | 6.7% | -28.4% | 3.8% | 1.1% | 5.2%
CCCCC[C@H](O)/C=C/[C@@H]1[C@@H](C/C=C\CCCC(=O)O)[C@H]2CO[C@@H]1C2 | 2.5%&0.7%&6.5% | 7.5%&-10.9% | -1.4%&6.8%&-4.6% | 1.3% | 6.9%&1.7%&4.1% | -2.1%&-2.2%&8.3% | -1.4%&-0.9%&-0.4% | -6.4%&-8.0%&-10.9%
Cc1nn(-c2ccccc2)c(C)c1/C=N/NC(=O)CSc1nnc(SCc2ccccc2Cl)s1 | -27.9% | -2.0% | 4.7% | -76.9% | 9.4% | 0.5% | 2.2% | -7.6%
Cc1sc2ncnc(SCC(=O)Nc3nc(-c4ccc(F)c(F)c4)cs3)c2c1C | 35.9%[activator] | -3.1% | i | 8.0% | 2.9% | 4.6% | -1.9% | -13.3%

Gathered by group, the compounds so far with a furan ring, fused or not.
SMILES | GoLoco inh red | JMJD2E inh | RECQ1 inh | L3MBTL1 block | TRb-SRC2 inh | Tau fibril FP | TR SRC2 fluor cs | Tau fibril ThT
COc1ccc(C2(C(=O)NCc3ccco3)CCCC2)cc1OC | -2.3% | -2.3% | -6.2% | 3.9% | -10.1% | -0.8% | -2.9% | 7.3%
CSCCC(NC(=O)c1ccco1)C(=O)OCC(=O)Nc1sccc1C#N (centres undefined) | 15.2% | 20.3% | -12.9% | -4.7% | -5.9% | 7.4% | -2.0% | -10.1%

Copied from the list:
Cc1cc(C)n2nc(C(=O)N3CCOCC3)nc2n1 in Tau fibril ThT has 5.2%
CCO/C=C1/C(=O)N(C(C)=O)c2ccccc21 in Tau fibril ThT has 6.5%

(listing goes on)
SMILES | GoLoco inh red | JMJD2E inh | RECQ1 inh | L3MBTL1 block | TRb-SRC2 inh | Tau fibril FP | TR SRC2 fluor cs | Tau fibril ThT
Cc1ccc(CNC(=O)C2CC(=O)N(C3CCCCCCC3)C2)cc1 (centres undefined) | -16.9% | -2.4% | i | 0.2% | -19.1% | -3.4% | 2.2% | -5.5%
COCCn1c(C)cc(C(=O)CSc2ncnc3sc4c(c23)CCC4)c1C | -26.3% | 6.0% | -3.1% | / | 1.4% | 2.4% | -4.6% | -11.9%
COc1ccc(-c2nnc(SCC(=O)c3ccc[nH]3)n2-c2ccccc2)cc1 | 8.2% | -2.1% | -2.7% | -14.1% | -3.7% | -3.9% | 0.5% | -8.7%
Nc1nnnn1/N=C/C=C/c1ccccc1 | 3.5% | 5.7% | -12.2% | -6.4% | 2.4% | 3.0% | 1.2% | -7.0%
CC1CN(C(=O)N2CCC(C(=O)NCCC3=CCCCC3)CC2)c2cc(Cl)ccc2O1 (centres undefined) | / | / | / | / | -2.2% | 7.8% | -1.2% | -6.5%
CC(C)NC(=O)c1onc(CSc2ccc(F)c(F)c2)c1C(=O)O | 2.4% | ? | -3.5% | -1.1% | 8.8% | -4.4% | -1.7% | -10.0%
Cc1ccc(-n2nnnc2CNC(=O)C(C)(C)C)cc1C | / | / | / | / | -2.5% | -4.0% | -2.6% | 7.6%
CCOc1ccccc1C1CC(=O)Nc2cc(OC)c(OC)c(OC)c21 (centres undefined) | -6.4% | -2.1% | ? | -12.3% | 4.5% | 1.8% | -2.6% | 7.3%
COc1ccc(OC)c(C(=O)CSc2nc3ccccc3n2CC(=O)NC(C)(C)C)c1 | 1.4% | -7.9% | -8.9% | / | 1.4% | -9.5% | 0.7% | 5.0%
Cc1cc(C)c(NC(=O)/C(=C/c2ccco2)c2ccccc2)c(C)c1 | -16.9% | -17.7% | i | / | 7.8% | -9.1% | 2.0% | ?
COc1ccccc1Oc1cc(C#N)c(C#N)cc1-n1nnc2ccccc21 | 1.0% | ? | ? | 5.6% | -6.0% | -8.4% | -0.7% | -14.6%
Cc1cc(-c2ccccc2)c2nncn2n1 | 0.1% | ? | -18.2% | -0.5% | -25.1% | -0.2% | 0.5% | -2.5%
COC(=O)CN(c1ccc(F)cc1)S(=O)(=O)c1ccc2c(c1)OCCO2 | -7.4% | -0.9% | -4.8% | 11.3% | 9.2% | -1.3% | 2.2% | 2.9%
Cc1ccc2onc(CNC(=O)N(C)Cc3ccccc3)c2c1 | / | / | / | / | 0.5% | 2.3% | -0.4% | 1.1%
CCOC(=O)C1=C(C)OC(N)=C(C#N)C1c1ccoc1 (centres undefined) | -2.0% | -0.5% | -2.1% | / | -12.6% | -11.4% | 0.2% | ?
CCCc1nc2ccccc2c(C(=O)OCC(=O)Nc2c(C)n(C)n(-c3ccccc3)c2=O)c1CC | -8.9% | 6.5% | -10.6% | -5.0% | -7.2% | 3.3% | -4.6% | -5.6%
c1ccc(CCNc2nc(-c3ccncc3)nc3ccccc23)cc1 | 11.7% | ? | 1.8% | -1.8% | -2.4% | -16.1% | 0.7% | 2.1%
Cc1ccc(C(=O)COC(=O)CNC(=O)c2cccs2)cc1 | 5.6% | 4.9% | i | / | -7.8% | -6.1% | 0.9% | 1.8%
CC(C)(C)OC(=O)N1CCC(c2c(C(=O)N3CCN(C(=O)c4ccco4)CC3)cnn2-c2ccc(Cl)cc2)CC1 | / | / | / | / | -4.2% | -0.2% | -1.5% | 2.5%
CCCCCCCCCCn1c2c(c(=N)c3c1CCC3)CCC2 | 5.7% | -2.9% | i | 6.9% | -6.4% | 8.5% | -0.5% | ?
CS(=O)(=O)N1CCC(C(=O)NCc2ccc(Cl)cc2)CC1 | -2.0% | 10.7% | i | / | -0.5% | 9.2% | -0.7% | /
CCCS(=O)(=O)N1CCC(C(=O)NCc2ccc3c(c2)OCO3)CC1 | 5.8% | 8.6% | -11.9% | / | 3.8% | 7.9% | 0.9% | -4.5%
Cc1nc(N2CCCC2)ncc1C(=O)NCc1ccc(Cl)cc1 | / | / | / | / | 2.3% | -1.8% | -0.6% | -3.1%
COc1nc(Nc2ccc([N+](=O)[O-])cc2)nc(NC2CCCCC2)n1 | 4.2% | 4.0% | -11.9% | / | -3.7% | ? | -7.1% | -14.0%
CCC(C)NC(=S)Nc1ccc(F)cc1 (centres undefined) | 10.3% | 4.0% | -6.7% | / | -6.7% | -1.1% | -2.4% | /
CN1C(=S)SC(C)(NO)C1(C)C (centres undefined) | -3.5% | -2.4% | -10.4% | 4.5%[11.4 µM] | 5.9% | -9.2% | -4.7% | -2.4%
CCc1nc(SCC(=O)N2CCC(C)CC2)c2c(=O)n(C)c(=O)n(C)c2n1 | 2.1% | 8.9% | -5.6% | 21.5% | 6.0% | 5.6% | -4.6% | -4.4%
COc1ccc(S(=O)(=O)N2CCCN(CCC(=O)Nc3cccc(C(F)(F)F)c3)CC2)cc1 | 19.6% | -3.9% | 1.3% | -3.6% | -5.2% | -8.2% | 0.9% | -4.9%
COc1cc2[nH]c(=O)n(Cc3ccccc3Cl)c(=O)c2cc1OC | -0.4% | -1.2% | -5.0% | / | -0.7% | ? | -1.7% | -0.1%
Cc1ccc(C(=O)N2C(=S)C(c3ccc(F)cc3)=NC23CCN(C)CC3)cc1 | / | -13.8% | -6.6% | 1.5% | 2.5% | 4.6% | -1.2% | ?
Clc1ccc(-c2csc(N/N=C/c3ccc4c(c3)OCO4)n2)cc1 | -5.2% | ? | -6.3% | -1.4% | -1.4% | -2.4% | -18.7% | 8.91µM*
